SIRT5 block: blocks human SIRT5 desuccinylation of peptide. 330,000 tested, 1.1% active. Purified SirT5, succinyl-peptide AMC, trypsin-coupled fluorescence. Q9NXA8. inhibition, % at 15 µM; in the data active = inhibition above about 15%; inconclusive = no clear call, values can overlap the other calls
miR-122 sensor: inhibitors of miR-122 in Huh7 cells. AID 602342. activation (reporter increase), % at 12.5 µM. 340,000 tested, 0.3% active. Huh7 miR-122 Renilla luciferase sensor, 48 h; neutral wells = 0, positive control = 100;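 active = mean replicate activation score at least 90 and every replicate individually at or above 90; inconclusive = only one of the two criteria met; inactive = neither criterion met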;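 note: higher luciferase means less miR-122 activity so hits act as miR-122 inhibitors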
ERp5 block: inhibitors of human ERp5. Q15084. 350,000 tested, 0.05% active. ERp5 insulin aggregation, absorbance 650 nm, 90 min. AID 651711. inhibition, % at 9.99 µM;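 active = mean replicate inhibition above about 25%, with every replicate also reaching it, limit read from the data, passing the limit was not always enough; inconclusive = only one of those two criteria met; inactive = neither criterion met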
CASP6 VEID inh: inhibitors of human caspase-6 | purified caspase-6, Z-VEID-R110 cleavage fluorescence | inhibition, % at 12.5 µM | 350,000 tested, 0.53% active | AID 686996;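 active = mean inhibition across replicates at least about 35%, with every replicate also reaching that limit, limit read from the data; inconclusive = only one of the two criteria met; inactive = neither criterion met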;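 note: 0% = median of neutral control wells and 100% = no fluorescence left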
F508del corr: CFTR F508del correction in bronchial cells; CFBE cells, YFP halide quenching; stimulated with forskolin plus potentiator P3; % fluorescence drop versus neutral controls; activity (quench increase), % at 7.58 µM; 350,000 tested, 0.36% active;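 active = mean added fluorescence quench of at least 8% versus neutral control, with both replicates also reaching 8%; inconclusive = only one of the mean or replicate conditions met; inactive = mean below 8% and not both replicates reaching 8%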;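 note: cells transiently co-express mutant CFTR-F508del with the halide-sensitive YFP; corrector assay measuring rescue of mutant channel to the surface after 24 h compound exposure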
ERAP1 inh: blocks human ERAP1 aminopeptidase activity; Q9NZ08; recombinant ERAP1, Leu-AMC fluorescence, 60 min; inhibition, % at 10.7 µM; 340,000 tested, 0.15% active;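 active = mean replicate inhibition of at least 30%, or all replicates individually reaching that 30% level; inactive = mean below 30% and not every replicate reaching it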;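 note: 0% = neutral control wells and 100% = L-leucinethiol positive control wells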
Target sequence (Q9NZ08 whole entry, looked up): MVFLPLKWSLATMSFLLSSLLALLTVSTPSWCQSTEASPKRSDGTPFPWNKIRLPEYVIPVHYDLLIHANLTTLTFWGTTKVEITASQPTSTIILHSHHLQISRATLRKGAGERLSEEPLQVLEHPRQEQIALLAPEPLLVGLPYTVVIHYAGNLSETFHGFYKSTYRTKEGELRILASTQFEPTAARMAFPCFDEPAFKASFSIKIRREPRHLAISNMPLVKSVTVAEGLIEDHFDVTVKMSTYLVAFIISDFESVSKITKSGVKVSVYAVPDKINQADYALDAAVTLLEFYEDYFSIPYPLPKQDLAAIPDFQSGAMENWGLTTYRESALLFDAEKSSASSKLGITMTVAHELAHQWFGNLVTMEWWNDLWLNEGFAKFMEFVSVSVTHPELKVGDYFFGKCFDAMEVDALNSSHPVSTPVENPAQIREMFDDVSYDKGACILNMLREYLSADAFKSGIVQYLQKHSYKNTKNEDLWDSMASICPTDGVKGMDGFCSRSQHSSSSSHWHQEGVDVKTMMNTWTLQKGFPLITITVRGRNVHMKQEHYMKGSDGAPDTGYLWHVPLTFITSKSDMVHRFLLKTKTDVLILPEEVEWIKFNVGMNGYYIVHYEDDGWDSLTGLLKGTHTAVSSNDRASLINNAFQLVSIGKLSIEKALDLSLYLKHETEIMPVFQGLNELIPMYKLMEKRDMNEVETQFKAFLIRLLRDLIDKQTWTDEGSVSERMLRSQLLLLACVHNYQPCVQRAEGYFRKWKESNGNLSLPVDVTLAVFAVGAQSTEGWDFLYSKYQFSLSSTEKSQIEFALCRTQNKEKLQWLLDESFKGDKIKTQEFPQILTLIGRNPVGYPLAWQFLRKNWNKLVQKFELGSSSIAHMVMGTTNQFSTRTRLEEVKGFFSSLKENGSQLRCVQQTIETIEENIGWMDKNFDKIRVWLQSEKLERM
DENV2 CPE rescue: protects cells from dengue virus 2 cytopathic effect; DENV2-infected cells, cytopathic effect rescue, plate reader; CPE inhibition, % at 9.99 µM; 350,000 tested, 1.7% active; in the data active = CPE inhibition above about 20%, passing the limit was not always enough; inconclusive = no clear call, values can overlap the other calls; tested in BHK-21 cells;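 note: 0% = median of neutral control wells and 100% = median of positive control wells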
* = called active by the depositor; ? = inconclusive; · = no result given; [ ] = another dose, or the depositor's remark.

SMILES	SIRT5 block	miR-122 sensor	ERp5 block	CASP6 VEID inh	F508del corr	ERAP1 inh	DENV2 CPE rescue
C[C@@H]1CCCCO[C@H](CN(C)Cc2ccccc2)[C@@H](C)CN([C@@H](C)CO)C(=O)c2cc(NS(=O)(=O)c3cccs3)ccc2O1	-3	-5[16.7 µM]	0	1	2.8	2	-5
C[C@H](CO)N1C[C@H](C)[C@@H](CN(C)C(=O)CC2CC2)Oc2cc(C3=CCCC3)ccc2S1(=O)=O	0	11[16.7 µM]	-1	2	1.2	-1	2
O=C(c1cnn2cccnc12)N1CCN(Cc2ccc3c(c2)OCO3)CC1	·	4	-3	-1	·	0	·
O=C(/C=C/c1ccccc1)Nc1ccc(Br)cn1	-2	·	6	-9	5.7	3	-1
CS(=O)(=O)N1CCN(c2ccccc2NC(=O)c2cc3ccccc3o2)CC1	-2	1	3	0	0.2	-2	3
CCCN(CC(=O)Nc1ccccc1OC)C(=O)CC1CCCC1	1	-10	10	2	1.1	-1	-4
O=C(CC(F)(F)F)N1C[C@H]2[C@@H](c3ccccc31)[C@H](CO)N2C(=O)C1CCCCC1	0	30[16.7 µM]	0	0	-1.8	-1	10
C[C@@H]1CN([C@@H](C)CO)C(=O)c2cc(N(C)C)ccc2O[C@@H](C)CCCCO[C@H]1CN(C)C(=O)CCC(F)(F)F	3	5[16.7 µM]	-7	-2	-2.3	-2	?
COc1ccc(S(=O)(=O)N(C)C[C@H]2OCCCC[C@H](C)Oc3ccc(NS(=O)(=O)c4c(C)noc4C)cc3C(=O)N([C@@H](C)CO)C[C@@H]2C)cc1	1	-8[16.7 µM]	1	-2	0.9	1	-3
COc1cccc(CNc2nc3cc(-c4ccc(C)cc4)sc3c(=O)n2C)c1OC	-1	-7	1	4	2.1	9	3
COCC(=O)N1[C@@H](C#N)[C@@H](c2ccccc2-c2ccc(C)cc2)[C@@H]1CO	-4	·	-2	0	-0.2	-1	-7
C[C@H](CO)N1C[C@H](C)[C@@H](CN(C)C(=O)Nc2ccc(F)cc2)OCc2ccccc2-c2c(n(C)c3ccccc23)C1=O	15*	·	-1	0	-1.2	0	-3
COc1ccc(N(CC(=O)Nc2ccc(F)cc2F)S(=O)(=O)c2c(C)nn(C)c2C)cc1	-4	2	-1	2	-1.3	-3	1
COc1cc(CN2C[C@@H](CO)O[C@@H](n3cnc4c(NC5CC5)ncnc43)C2)cc(OC)c1OC	-2	7	-1	6	·	-9	-1
OC(c1ccccc1)c1ncc(-c2ccc(Cl)cc2)[nH]1 (stereo not given)	·	2	1	2	-1.1	0	-7
O=C(c1cc(COc2ccccc2)on1)N1CCCC(OCc2cccnc2)C1 (stereo not given)	-3	-1	9	-3	0.5	2	3
O=C(NCC1CCCO1)c1c(O)nc2sccn2c1=O (stereo not given)	1	-4	-1	-1	0.7	3	-4
CC=Cc1ccc2n(c1=O)C[C@@H]1[C@@H](CO)[C@H](C(=O)NCc3ccc(F)cc3)[C@H]2N1CCC (mixture of isomers)	0	·	-3	0	·	2	4
CC1(C)CC(=O)C(C=NCCN2CCN(CC(=O)Nc3ccc(Cl)cc3)CC2)=C(O)C1	-4	·	-4	2	0.4	1	·
CCN(CC(=O)NCCc1ccc(Cl)cc1)Cc1nc2ccccc2c(=O)[nH]1	3	-1	-1	1	-2.5	1	-3
COCC(=O)Nc1ccc2c(c1)C(=O)N(C)C[C@H](OC)[C@@H](C)CN(C(C)=O)[C@H](C)CO2	-2	5[16.7 µM]	-5	-3	0.8	-4	4
Cc1c(CC(=O)NCCC(C)C)c(=O)oc2cc3c(cc12)CCC(C)(C)O3	-3	6	-2	-7	-0.4	1	?
COc1ccc(NC(=O)c2cc(C)nc3ccccc23)c(OC)c1	-2	1	3	-1	2.9	-5	-4
Cc1ccc(S(=O)(=O)N2CC3(O)CN(C(=O)OC(C)C)N(C(=O)OC(C)C)CC3(OC(=O)Nc3c(C)noc3C)C2)cc1 (stereo not given)	-4	-7	3	-3	3.5	1	-11
Cc1cc(N/N=C/c2ccc3c(c2)OCO3)nc2ccccc12	-4	·	·	0	3.9	-4	-7
O=C(NC1CCC1)[C@@H]1[C@@H](CO)[C@@H]2Cn3c(ccc(-c4ccncc4)c3=O)[C@@H]2N1CC1CC1	7	3[16.7 µM]	-3	-7	0.3	3	-4
CC(OC(=O)CCCN=C1NS(=O)(=O)c2ccccc21)C(=O)Nc1ccccc1[N+](=O)[O-] (stereo not given)	-1	1	-5	-5	4.5	1	-6
Cn1nc(NC(=O)C2CCC2C(=O)O)c2c(F)cccc21 (stereo not given)	-3	·	·	5	-3.2	-1	-2
O=C(COC(=O)c1ccc(Cl)cc1O)NCCN1C(=O)CSC1=O	-1	·	-2	2	1.2	-2	3
O=c1[nH]c2ccc(S(=O)(=O)N3CCCCC3)cc2[nH]1	0	0	-2	0	1.7	-3	9
Cc1ccc(S(=O)(=O)N(C)C[C@H]2OCCCC[C@@H](C)Oc3ccc(NS(=O)(=O)c4ccc(Cl)cc4)cc3C(=O)N([C@H](C)CO)C[C@H]2C)cc1	29*	-11[16.7 µM]	9	2	1.2	-1	4
COc1ccccc1-n1cc(-c2ccc(Br)cc2)[nH]c1=S	3	·	-5	-1	2.3	0	-1
CCC(C)(C)NC(=O)CN(C(=O)CCC(=O)Nc1nccs1)c1cccc(C)c1C	-9	0	-10	0	1.7	1	4
COc1ccc(-c2noc3c2-c2nc(-c4c(F)cccc4F)sc2CC3)cc1	·	-3	-2	0	-0.1	2	-7
OC(c1ccccc1)C(NCc1ccccc1)c1ccccc1 (stereo not given)	-2	-4	-4	-1	0.0	1	21*
Cc1ccc(S(=O)(=O)N(C)C[C@@H]2OCCCC[C@H](C)Oc3ccc(NC(=O)Nc4ccccc4)cc3C(=O)N([C@H](C)CO)C[C@H]2C)cc1	3	-7[16.7 µM]	4	0	-4.4	1	-3
CNc1snc(C)c1C(=O)OCC(=O)Nc1ccc(C)cc1F	-1	7	-1	4	1.4	-2	-11
CC(C)NC(=O)Nc1cccc2c1O[C@@H](CN(C)C(=O)NC1CCCCC1)[C@@H](C)CN([C@H](C)CO)C2=O	-5	-9[16.7 µM]	1	-5	0.3	-1	13
Cc1ccc(-c2cc(C(=O)NC3CCN(Cc4ccccc4)CC3)c3ccccc3n2)cc1	-2	·	-1	-1	2.2	2	9
CO[C@@H]1CN(C)C(=O)c2cc(NC(=O)C3CCC3)ccc2OC[C@@H](C)N(Cc2ccncc2)C[C@H]1C	-4	0[16.7 µM]	1	2	2.5	2	14
COCC(=O)N(C)C[C@H]1Oc2cc(C#CC(C)C)ccc2S(=O)(=O)N([C@@H](C)CO)C[C@@H]1C	·	5[16.7 µM]	·	·	-3.3	·	8
O=C(c1cc(COc2ccc(F)c(F)c2)on1)N1CCN(C/C=C/c2ccccc2)CC1	6	-2	·	1	3.7	-3	3
O=C(C1CCCN1S(=O)(=O)c1ccc(Cl)cc1)N1CCCCC1 (stereo not given)	0	-7	3	2	-0.1	-4	-8
Cc1ccc(NC(=O)c2ccc([N+](=O)[O-])o2)cc1S(=O)(=O)N1CCOCC1	2	9	0	41*	·	10	-2
Cc1ccc(NC(=O)C(=O)c2c[nH]c3ccccc23)cc1	0	·	2	0	0.1	12	-2
CC=Cc1ccc2n(c1=O)C[C@H]1[C@H](CO)[C@@H](C(=O)NCCC)[C@@H]2N1Cc1cccnc1 (mixture of isomers)	-17	0[16.7 µM]	-1	-1	0.2	0	14
COc1ccc(NC(=O)N(C)C[C@H]2Oc3ccc(NS(C)(=O)=O)cc3CC(=O)N([C@@H](C)CO)C[C@@H]2C)cc1	-2	8[16.7 µM]	1	-1	-3.8	-1	2
CCc1nc2c(OCc3ccc(C(=O)N(C)C)cc3)cccn2c1N(C=O)Cc1ccccc1	-2	-3	-5	5	2.8	1	4
COc1ccc(-c2ccc3c(c2)[C@@H]2[C@@H](CCN2S(=O)(=O)c2ccc(OC)cc2)[C@@H](CO)N3)cc1	·	-4[16.7 µM]	·	·	-2.3	·	-19
O=C(CCC(=O)N1CCSc2ccccc21)NCc1cccc(Br)c1	-5	-4	2	2	5.3	0	-7

Given with two lines to a compound: part of the list above.
Below each SMILES: SIRT5 block | miR-122 sensor | ERp5 block | CASP6 VEID inh | F508del corr | ERAP1 inh | DENV2 CPE rescue
Cc1ccc(S(=O)(=O)N(C)C[C@@H]2OCCCC[C@H](C)Oc3ccc(NC(=O)Nc4ccccc4)cc3C(=O)N([C@H](C)CO)C[C@H]2C)cc1
    3 | -7[16.7 µM] | 4 | 0 | -4.4 | 1 | -3
CNc1snc(C)c1C(=O)OCC(=O)Nc1ccc(C)cc1F
    -1 | 7 | -1 | 4 | 1.4 | -2 | -11
CC(C)NC(=O)Nc1cccc2c1O[C@@H](CN(C)C(=O)NC1CCCCC1)[C@@H](C)CN([C@H](C)CO)C2=O
    -5 | -9[16.7 µM] | 1 | -5 | 0.3 | -1 | 13
Cc1ccc(-c2cc(C(=O)NC3CCN(Cc4ccccc4)CC3)c3ccccc3n2)cc1
    -2 | · | -1 | -1 | 2.2 | 2 | 9
CO[C@@H]1CN(C)C(=O)c2cc(NC(=O)C3CCC3)ccc2OC[C@@H](C)N(Cc2ccncc2)C[C@H]1C
    -4 | 0[16.7 µM] | 1 | 2 | 2.5 | 2 | 14
COCC(=O)N(C)C[C@H]1Oc2cc(C#CC(C)C)ccc2S(=O)(=O)N([C@@H](C)CO)C[C@@H]1C
    · | 5[16.7 µM] | · | · | -3.3 | · | 8
O=C(c1cc(COc2ccc(F)c(F)c2)on1)N1CCN(C/C=C/c2ccccc2)CC1
    6 | -2 | · | 1 | 3.7 | -3 | 3
O=C(C1CCCN1S(=O)(=O)c1ccc(Cl)cc1)N1CCCCC1 (stereo not given)
    0 | -7 | 3 | 2 | -0.1 | -4 | -8
Cc1ccc(NC(=O)c2ccc([N+](=O)[O-])o2)cc1S(=O)(=O)N1CCOCC1
    2 | 9 | 0 | 41* | · | 10 | -2
Cc1ccc(NC(=O)C(=O)c2c[nH]c3ccccc23)cc1
    0 | · | 2 | 0 | 0.1 | 12 | -2
CC=Cc1ccc2n(c1=O)C[C@H]1[C@H](CO)[C@@H](C(=O)NCCC)[C@@H]2N1Cc1cccnc1 (mixture of isomers)
    -17 | 0[16.7 µM] | -1 | -1 | 0.2 | 0 | 14
COc1ccc(NC(=O)N(C)C[C@H]2Oc3ccc(NS(C)(=O)=O)cc3CC(=O)N([C@@H](C)CO)C[C@@H]2C)cc1
    -2 | 8[16.7 µM] | 1 | -1 | -3.8 | -1 | 2

3 structures out of the list, sorted by length of the SMILES, highest first.
SMILES	SIRT5 block	miR-122 sensor	ERp5 block	CASP6 VEID inh	F508del corr	ERAP1 inh	DENV2 CPE rescue
COCC(=O)N(C)C[C@H]1Oc2cc(C#CC(C)C)ccc2S(=O)(=O)N([C@@H](C)CO)C[C@@H]1C	·	5[16.7 µM]	·	·	-3.3	·	8
CC=Cc1ccc2n(c1=O)C[C@H]1[C@H](CO)[C@@H](C(=O)NCCC)[C@@H]2N1Cc1cccnc1 (mixture of isomers)	-17	0[16.7 µM]	-1	-1	0.2	0	14
CCc1nc2c(OCc3ccc(C(=O)N(C)C)cc3)cccn2c1N(C=O)Cc1ccccc1	-2	-3	-5	5	2.8	1	4

Next compounds:
SMILES	SIRT5 block	miR-122 sensor	ERp5 block	CASP6 VEID inh	F508del corr	ERAP1 inh	DENV2 CPE rescue
Cc1ccccc1S(=O)(=O)N1CCCc2nc(-c3ccc(Br)cc3)ccc21	·	·	-2	-2	1.7	0	-5
CC(=O)N(C)C[C@H]1Oc2cc(C#CCC(C)C)ccc2S(=O)(=O)N([C@H](C)CO)C[C@@H]1C	-3	16[16.7 µM]	-1	4	2.7	0	-8
CN(C)/C=C/C(=O)c1ccccc1OCc1cnc(Cl)s1	-2	·	3	2	-1.6	0	-5
CC(C)c1ccc(CNC(=O)C2CCCN2S(=O)(=O)c2ccccc2)cc1 (stereo not given)	-5	-12	5	1	-0.6	-2	4
Cc1ccc(N2CCN(S(=O)(=O)c3ccc(-n4cnnn4)cc3)CC2)c(C)c1	-7	-3	0	-2	3.9	-2	5

Screening data: PubChem BioAssay, Broad Institute
